FXIa inh 1536 = human FXIa protease inhibitors, primary screen, biochemical, 1536-well. Coagulation factor XI (Homo sapiens), P03951. purified FXIa, Boc-Glu-Ala-Arg-AMC fluorogenic substrate. inhibition, % at 5 µM. 220,000 tested, 0.14% active. AID 798, 2007;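 active means inhibition of at least 40%; inactive means inhibition below 40%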;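 further: fluorescence of freed AMC excited at 355 nm; 0% = enzyme without compound and 100% = no enzyme blank; many of its hits are not listed in these tables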
eIF4E 4G PPI = eIF4E–eIF4G protein interaction inhibitors, primary screen, biochemical, uHTS, TR-FRET, eIF4GI fragment; inhibition, % at 21.7 µM; TR-FRET eIF4E-eIF4GI(517-606) binding, 2 h; 220,000 tested, 0.37% active; Eukaryotic translation initiation factor 4E (Mus musculus) + Eukaryotic translation …;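 active means inhibition above about 30%, limit read from the data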;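 further: 0% = full FRET control wells and 100% = background wells lacking eIF4GI fragment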
14-3-3 Bad PPI = inhibitors of 14-3-3 zeta/Bad binding, primary screen, biochemical, TR-FRET, bovine 14-3-3 zeta; TR-FRET 14-3-3zeta/Dy647-pBad peptide displacement, 1 h; 14-3-3 protein zeta/delta (Bos taurus), P63103; AID 781, 2007; 220,000 tested, 0.71% active; inhibition, % at 21.7 µM;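 active means inhibition above about 70%, limit read from the data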;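 further: 0% = full 14-3-3 plus peptide FRET controls and 100% = background without 14-3-3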
hK5 inh = human KLK5 protease inhibitors, primary screen, biochemical, 1536-well; Kallikrein-5 (Homo sapiens), Q9Y337; recombinant hK5, fluorogenic AMC substrate cleavage; inhibition, % at 5 µM; 210,000 tested, 0.59% active;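 active means inhibition of 40% or more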;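 further: 0% = enzyme controls without compound and 100% = no-enzyme blanks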
Target sequence (Q9Y337 67-293 limits assumed): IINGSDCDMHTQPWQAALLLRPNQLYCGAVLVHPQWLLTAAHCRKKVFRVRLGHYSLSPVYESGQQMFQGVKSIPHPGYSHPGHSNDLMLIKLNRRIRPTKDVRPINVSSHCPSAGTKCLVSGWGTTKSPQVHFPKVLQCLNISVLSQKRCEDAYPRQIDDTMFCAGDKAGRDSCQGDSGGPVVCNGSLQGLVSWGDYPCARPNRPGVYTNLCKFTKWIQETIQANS
Rad51 HR inh = human RAD51 strand exchange inhibitors, primary screen, biochemical, fluorescence | DNA repair protein RAD51 homolog 1 (Homo sapiens), Q06609 | hRad51 DNA strand exchange, fluorescence dequenching | inhibition, % at 10 µM | 200,000 tested, 0.085% active;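 active means inhibition above 40% at the single screening dose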;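 further: 0% = DMSO control wells and 100% = blanks with heterologous ssDNA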
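Material: Human Rad51 nucleoprotein filaments preassembled on unlabelled ssDNA | Also added: Labelled 47-mer dsDNA for strand exchange | Dosing: Single dose, 10 µM final compound | Schedule: 30-min compound preincubation and 15-min exchange, both room temperature | Technique: Fluorescence dequenching at 485/520 nm | Measure: Percent inhibition relative to plate controls and blanks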
FXIIa inh 1536 = human FXIIa protease inhibitors, primary screen, biochemical, 1536-well; Coagulation factor XII (Homo sapiens), P00748; purified FXIIa, Boc-QGR-AMC fluorogenic substrate, 2 h; inhibition, % at 5 µM; 220,000 tested, 0.3% active; AID 800, 2007; in the data active means inhibition above about 40%;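 further: 0% = enzyme with no compound and 100% = blank without enzyme; many of its hits are not listed in these tables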
Target sequence (P00748 20-372 limits assumed): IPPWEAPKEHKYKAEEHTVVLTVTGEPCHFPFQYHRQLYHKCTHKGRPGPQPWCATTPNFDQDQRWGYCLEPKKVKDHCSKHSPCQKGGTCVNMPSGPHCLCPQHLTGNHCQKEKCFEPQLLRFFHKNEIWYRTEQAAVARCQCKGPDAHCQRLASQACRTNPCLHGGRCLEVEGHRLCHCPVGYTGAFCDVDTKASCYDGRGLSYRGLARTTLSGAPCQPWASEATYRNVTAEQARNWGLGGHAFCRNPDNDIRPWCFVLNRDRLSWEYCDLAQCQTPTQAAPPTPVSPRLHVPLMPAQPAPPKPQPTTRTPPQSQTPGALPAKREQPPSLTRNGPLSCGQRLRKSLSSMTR
Target sequence (P00748 373-615 limits assumed): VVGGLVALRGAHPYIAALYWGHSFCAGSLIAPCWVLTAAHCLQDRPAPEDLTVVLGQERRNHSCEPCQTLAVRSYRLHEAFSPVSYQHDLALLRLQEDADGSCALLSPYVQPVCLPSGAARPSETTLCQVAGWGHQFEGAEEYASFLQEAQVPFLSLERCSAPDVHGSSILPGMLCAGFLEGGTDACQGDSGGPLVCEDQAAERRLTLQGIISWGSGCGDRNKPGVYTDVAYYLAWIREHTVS
MDM2 E3 inh = MDM2-luciferase reporter signal enhancers, primary screen, MDM2 E3 ligase inhibitor project, cell-based, luminescence, 1536-well | cell-based MDM2 ubiquitination luciferase reporter, 2 h; 0 = plate control, 100 = twice control, blank-subtracted | signal enhancement, % at 5 µM | 210,000 tested, 0.11% active;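 active means signal enhancement of 30% or more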;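 further: luminescence tracks abundance of the self-degrading MDM2-luciferase fusion protein; higher signal means inhibition of MDM2 E3 ligase activity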
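Material: stable MDM2–luciferase fusion reporter cells / Quantity: 2000 cells/well / Dosing: single 5 µM compound dose, 0.2% final DMSO / Buffer or medium: DMEM / Schedule: 4 h cell settling then 2 h compound exposure, 37 °C / Detection: luminescence with SteadyLite reagent, 15 min at room temperature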
Wee1 stabilizer = Wee1 degradation inhibitors, primary screen, cell-based, HeLa, Wee1K328M-luciferase, luminescence; Wee1-like protein kinase (Homo sapiens), P30291; HeLa Luc-Wee1K328M stability; 100% = proteasome inhibitor MG132 effect; reporter increase, % at 5 µM; 220,000 tested, 1.2% active; AID 1321, 2008;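 active means activation above the mean of all tested compounds plus 3 SD, set per screening run, cut at about 8.8% in these data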;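 further: cells exposed to compound for 20 h before luminescence read; 0% = DMSO alone and 100% = MG132 at 30 µM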
p97 ATPase inh = inhibitors of human p97 ATPase, primary screen, biochemical; Transitional endoplasmic reticulum ATPase (Homo sapiens), P55072; recombinant p97 ATPase, Kinase-Glo ATP luminescence, 3 h; inhibition, % at 8 µM; 220,000 tested, 0.42% active; in the data active means inhibition above about 15%;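 further: 0% = DMSO vehicle and 100% = wells lacking enzyme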
Numbers without * were called inactive; . = not tested or not shown; [ ] = remark or other dose.

FXIa inh 1536	eIF4E 4G PPI	14-3-3 Bad PPI	canonical_smiles	hK5 inh	Rad51 HR inh	FXIIa inh 1536	MDM2 E3 inh	Wee1 stabilizer	p97 ATPase inh
-16	-4	1	O=C(NCCCN1CCN(CCCNC(=O)c2ccc3c(c2)OCO3)CC1)c1ccc2c(c1)OCO2	-7	-10	-13	-17	1	-1
-7	3	-6	CCOC(=O)c1cnn2c(C)cc(-c3ccc(F)cc3)nc12	-3	20	1	-13	1	-1
1	1	-14	COc1cnn(-c2ccc(Br)cc2)c(=O)c1SCc1ccccc1	-21	1	8	2	7	-1
13	-3[fluorescence artefact?]	-2	Cc1nn(Cc2ccc(C(=O)Nc3nccs3)cc2)c(C)c1Cl	44*	.	25	-31	-3	4
-3	0	-12	COc1c(Cl)ccc(Cl)c1C(=O)NCc1ccco1	-5	2	2	-1	1	3
12	3	2	COc1ccc(NC(=O)COc2ccc(-c3nn(C)c(=O)c4ccccc34)cc2)cc1	8	-5	13	-7	-1	-4
2	7	-2	O=C(O)c1cccc(S(=O)(=O)Nc2ccc3[nH]c(=O)[nH]c3c2)c1	4	-5	10	.	-2	4
-10	-5	-3[fluorescence artefact?]	Cn1c(=S)n(/N=C/c2ccc3c(c2)OCO3)c2ccccc21	-19	-4	8	-10	0	5
-2	0	-6	Fc1cccc(CN2CCN(c3nc4nonc4nc3NC3CC3)CC2)c1	-4	-33	3	-6	4	5
-7	9	9[fluorescence artefact?]	CC(=O)Nc1ccc(C(=O)c2ccccc2)cc1	-3	-1	0	-19	-4	-5
6	3	4	O=C(Nc1c2c(nn1-c1ccc(F)cc1)CS(=O)(=O)C2)c1ccc(S(=O)(=O)N2CCOCC2)cc1	-2	-17	8	-7	-2	-2
2	7	19	COc1ccccc1C(=O)OCCN1CCOCC1	-9	9	9	-1	-2	-3
4	-3	3	O=C1Nc2cc(C(=O)N3CCOCC3)ccc2SC1N1CCOCC1 (stereo not drawn)	5	.	5	14	-1	4
7	7	9	O=C(NNC1=NCCCCC1)c1ccccc1	-8	2	23	2	-3	3
1	0	-7[fluorescence artefact?]	COc1ccc(OCC(=O)NNC(=O)c2cc3ccccc3o2)cc1	-12	1	1	-9	1	0
-9	-1	-3	Cc1cc(C)c(OCCCCNCc2ccccc2)c(Cl)c1	1	-11	19	0	3	-8
1	-1	0	COc1cc(NC2CCCCC2O)c2nc(-c3ccc(Cl)cc3)ccc2c1 (stereo not drawn)	-1	8	3	-9	-2	5
-9	4	-14	CC1(C(=O)NCc2ccc(Cl)c(Cl)c2)Oc2cccnc2NC1=O (stereo not drawn)	4	-8	9	-28	4	4
8	5	1	O=C(CSc1nnc(COc2cccc3cccnc23)o1)N1CCc2ccccc21	-4	-10	19	-16	-1	4
2	-6	-6	O=C(C(=O)N1CCN(c2ccccc2)CC1)c1c[nH]c2ccccc12	3	0	14	-20	11*	1
7	-2	1[fluorescence artefact?]	Cc1cccc(C)c1OC(=O)C(c1ccccc1)c1ccccc1	-17	-4	16	-25	1	-2
-4	3	6	O=C(Cc1ccccc1)N/N=C/c1ccc(-c2ccc([N+](=O)[O-])cc2)o1	-4	.	1	-9	9	1
-6	-2	0	Cc1nc(Nc2ccccc2C(F)(F)F)sc1C(=O)N(C)C	-4	2	.	-2	1	0
0	-1	10	COCCN(Cc1cc2cc(C)ccc2nc1Cl)C(=O)Nc1ccccc1C	-2	4	10	7	-1	1
-9	-2	10	CCOc1ccccc1NC(=O)Cn1c(=O)n(-c2ccccc2)c(=O)c2oc3ccccc3c21	-9	8	2	-11	1	-1
-4	6	-4[fluorescence artefact?]	CS(=O)(=O)N(CC(=O)N/N=C/c1ccco1)c1ccccc1Br	-10	.	2	3	-3	-4
-2	-5	17[fluorescence artefact?]	Cc1ccc(N2C(=O)CC(N(CCc3ccccc3)C(=S)Nc3ccc(N(C)C)cc3)C2=O)cc1 (stereo not drawn)	2	3	-5	3	-1	1
1	-6	3	COC(=O)CC1c2ccccc2S(=O)(=O)N1Cc1ccccc1 (stereo not drawn)	4	2	9	5	.	.
-5	4	8	CCCc1cc(C(=O)NCc2ccccc2)no1	0	6	0	3	-2	0
-4	0	-7	Cc1ccsc1/C=N/NC(=O)CNC(=O)c1cccc([N+](=O)[O-])c1C	-1	1	10	-10	-5	-2

Next section.
FXIa inh 1536	eIF4E 4G PPI	14-3-3 Bad PPI	canonical_smiles	hK5 inh	Rad51 HR inh	FXIIa inh 1536	MDM2 E3 inh	Wee1 stabilizer	p97 ATPase inh
-3	-4	-22	CC(C)CCNCC(O)CON=C1c2ccccc2-c2ccccc21 (stereo not drawn)	-21	5	-2	-10	-2	1
1	-5	80*	Cc1cc(N2CCOCC2)nc2cc(O)ccc12	-12	-2	11	-11	4	0
0	-1[fluorescence artefact?]	-6[fluorescence artefact?]	Cc1c(Cl)cccc1NC(=O)Cn1cccc1	-2	9	7	.	-2	1
-5	5	3	CCc1ccc(NS(=O)(=O)c2ccc3[nH]c(=O)[nH]c3c2)cc1	-6	.	-1	-10	-1	2
1	1	7	C=CCn1c(-c2ccc(N)cc2)nc2ccccc21	-6	-1	8	-17	0	4
3	-11	1	O=C(CCCN1C(=O)c2cccnc2C1=O)N1CC(=O)N(CCc2ccccc2)C(=O)C1	-9	-3	11	-15	-3	5
-1	-7	-2	CN1C[C@@H]2C(c3ccc(Cl)nc3)C3(c4cccnc4)CC2(C3)[C@H]1c1ccccc1 (stereo partly drawn)	-2	-3	5	13	.	.
2	-2	0	CCCCSC1=C(C#N)C(c2ccccc2C)CC(=O)N1 (stereo not drawn)	-6	6	8	-5	0	-5
-3	0	-4	Cc1c(N(C(=O)Cc2cccs2)C2(C(=O)NC3CCCC3)CCCCC2)c(=O)n(-c2ccccc2)n1C	7	2	7	-3	4	1
4	16	0	Oc1ccc(C2C(c3ccccc3)=NN=C(c3ccc(Cl)cc3)N2O)c(O)c1 (stereo not drawn)	-11	-11	1	6	0	10
-5	5	-8[fluorescence artefact?]	O=C(Nc1ccc(O)c(-c2nc3ccccc3o2)c1)C1(c2ccc(Br)cc2)CCCC1	-3	-9	-5	-15	0	0
-4	5	11	CNC(=O)CCn1nc(-c2ccccc2)c2ccccc2c1=O	-23	5	7	-6	-1	5
-4	2	10	Cc1c(Cc2ccccc2)sc(N)c1C(N)=O	2	-10	12	-6	0	3
-8	-16	-11	Cc1ccc(NC(=O)CN(C)C(=O)CSc2nncn2C)cc1	-13	11	9	-11	-2	7
4	-8[fluorescence artefact?]	-9	CC(=O)OCC(=O)NCC(=O)c1c[nH]c2ccccc12	0	2	9	.	6	-2
-5	-1	1	CC(=O)NC(Cc1ccc(F)c(F)c1)C(=O)NC1CCN(c2nnnn2-c2ccccc2)CC1 (stereo not drawn)	-9	8	-1	-8	0	-4
-3	7	5	C=CC(O)(C#CCN(CC)CC)c1ccccc1 (stereo not drawn)	-13	2	5	-15	0	1
-3	-2	-2	CC(C)CNC(=O)CSc1nc2nn(-c3ccccc3)c(=O)c-2c2n1CCCCC2	-4	6	2	-17	-2	0
-4	2	-3	Cc1cc2c(c(SCC(=O)NCCc3ccccc3)n1)C(=O)OC2	-4	-1	5	.	-1	2
-3	-2	-7	O=c1ccc(-c2n[nH]c(=S)n2-c2ccc(F)c(Cl)c2)n[nH]1	-1	10	4	-8	-3	2
0	5[fluorescence artefact?]	5	Cc1cc(C)c(S(=O)(=O)NCCCN2CCOCC2)cc1Br	-8	4	1	23	-1	-7
3	-8	-6	O=C(CSc1nnc(Nc2ccccc2F)s1)NCc1ccco1	-46	-5	19	-3	0	2
1	0	-8	Cc1cccc(C(=O)c2ccccc2C(=O)O)c1	-2	2	6	-9	7	1
0	1	-13	O=C(CSc1nnc(NC(=O)Cc2ccccc2)s1)NCc1ccco1	-12	15	13	-12	3	2
-8	0	10	Cc1cc(C(=O)N2CC(C)CC(C)C2)n(-c2ccccc2)n1 (stereo not drawn)	-3	5	0	-5	-1	1
-5	3	0	CCc1ccc(CCC(=O)Nc2sc3c(c2C#N)CCCC3)o1	-2	-4	17	3	0	-5
-15	4	-16[fluorescence artefact?]	CCn1c(NC)cc(=O)n(C)c1=O	-14	-5	0	2	-2	0
-1	2	-9	Cc1cc(NS(=O)(=O)c2ccc3c(c2)OCCO3)no1	-2	.	1	7	1	3
-3	1	-2	Cc1[nH]c2ccccc2c1/C=N/NC(=O)CNC(=O)c1ccccc1	1	-1	-1	-11	0	5
8	1	-2	CCCCN1C(N)=NC[C@H]1Cc1ccc(O)cc1	2	2	9	13	.	.

Overlap with the part before: two entries; new compounds follow.
FXIa inh 1536	eIF4E 4G PPI	14-3-3 Bad PPI	canonical_smiles	hK5 inh	Rad51 HR inh	FXIIa inh 1536	MDM2 E3 inh	Wee1 stabilizer	p97 ATPase inh
-3	1	-2	Cc1[nH]c2ccccc2c1/C=N/NC(=O)CNC(=O)c1ccccc1	1	-1	-1	-11	0	5
8	1	-2	CCCCN1C(N)=NC[C@H]1Cc1ccc(O)cc1	2	2	9	13	.	.
1	-17	-6	COc1cc(C(=O)Nc2cccc(-c3nc4cc(C)ccc4o3)c2C)cc(OC)c1OC	-21	5	14	-11	-1	-1
6	2	-21[fluorescence artefact?]	COc1ccc(NC(=O)/C=C/c2ccc(F)cc2)cn1	-19	4	12	-14	3	0
2	3	23	Cc1ccc(S(C)(=O)=N/C=C2\C(=O)c3sccc3N(C)S2(=O)=O)cc1 (stereo not drawn)	7	7	4	-21	0	0
-2	-5	-5	Nc1nonc1-c1nc2ccccc2n1CC(=O)O	-13	-2	-6	-9	0	-1
-8	-2	-3	O=C(Cc1ccccc1F)NCC(c1ccco1)N1CCCCC1 (stereo not drawn)	2	8	6	3	1	2
2	-1	2	C/C=C/C=C/C(=O)N1CC2(CC(c3cccc(NC(=O)/C=C/C)c3)=NO2)C[C@@H]1C(N)=O (stereo partly drawn)	1	2	9	0	.	.
-18	-8	0[fluorescence artefact?]	COc1ccc(C2NC(=O)N(C)C3=C2C(=O)CC(C)(C)C3)cc1OC (stereo not drawn)	-20	-2	-9	-38	1	-5
-1	4[fluorescence artefact?]	5	CCOCCCNS(=O)(=O)c1ccc2c(c1)CCN2C(C)=O	5	3	8	-9	-1	3
7	5	-11	Cn1cccc1/C=C1\SC(=S)N(NC(=O)c2cccc(Cl)c2)C1=O	-12	-20	11	8	0	4
1	-3	-2	O=C(NC(=S)Nc1ccccn1)c1ccccc1	2	-22	4	-23	0	-9
